From PubChem
TNF death inh: TNF-alpha cell death inhibition in Jurkat FADD-/- cells. activation (protection from cell death), % at 10 µM. 220,000 tested, 0.068% active. AID 463075. Jurkat FADD-/- TNF necroptosis rescue, ATP luminescence, 24 h; 0 = TNF only, 100 = no-TNF cells;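 active = activation, meaning protection from cell death, of at least 50% relative to plate controls; inactive = activation below 50%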;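 note: necroptosis triggered by 40 ng/mL TNF-alpha added together with compound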
Hck-Nef inh: inhibitors of human Hck kinase activated by Nef. inhibition, % at 20 µM. Recombinant Hck-YEEI plus Nef, Z-Lyte FRET kinase assay. AID 463187. P08631. 220,000 tested, 0.68% active;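 active = Hck-Nef kinase inhibition above about 50%, limit read from the data; inactive = inhibition below that limit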;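 note: 0% = DMSO with Hck plus Nef and 100% = Hck alone without Nef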
Target sequence (P08631 whole entry, looked up): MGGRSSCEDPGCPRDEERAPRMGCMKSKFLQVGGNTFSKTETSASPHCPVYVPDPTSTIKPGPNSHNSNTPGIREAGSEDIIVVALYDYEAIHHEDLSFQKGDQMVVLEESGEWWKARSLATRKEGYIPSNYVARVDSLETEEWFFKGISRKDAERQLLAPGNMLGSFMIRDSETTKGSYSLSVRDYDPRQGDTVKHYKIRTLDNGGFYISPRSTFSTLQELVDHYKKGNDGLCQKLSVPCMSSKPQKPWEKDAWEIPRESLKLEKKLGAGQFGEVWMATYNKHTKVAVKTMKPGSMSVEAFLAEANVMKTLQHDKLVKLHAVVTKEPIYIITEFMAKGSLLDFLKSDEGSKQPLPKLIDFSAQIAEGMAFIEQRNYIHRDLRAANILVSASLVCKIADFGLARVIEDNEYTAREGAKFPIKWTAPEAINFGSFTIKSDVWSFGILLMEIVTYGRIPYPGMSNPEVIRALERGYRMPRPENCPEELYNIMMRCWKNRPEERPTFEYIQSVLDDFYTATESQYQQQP
Thrombin inh: thrombin (human) inhibition; P00734; alpha-thrombin, Boc-VPR-AMC fluorogenic substrate cleavage; inhibition, % at 5 µM; 220,000 tested, 0.26% active; AID 1046;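 active = inhibition at or above 40%; inactive = inhibition below 40%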;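 note: 0% = enzyme with no compound and 100% = wells without enzyme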
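System: human alpha-thrombin protein; Compound dosing: one concentration per compound, 5 µM, with 0.2% DMSO; Timing: reaction at room temperature; Technique: AMC fluorescence, 355/460 nm; Controls: enzyme without compound as high, wells lacking enzyme as low.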
Cl transport mod: KCC2 (human) Cl- transport modulation; Q9H2X9; KCC2 cells, thallium flux FluoZin-2 fluorescence; B-score of Tl+ flux slope (higher = more flux/activation; lower = inhibition) at 10 µM; 190,000 tested, 2.2% active;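 active = thallium flux slope and its plate-corrected score both differing from the plate sample mean at a set confidence after two filtering rounds, in either direction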;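 note: slope of fluorescence scaled to starting intensity during 10 to 20 s after thallium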
FXIa inh: factor XIa (human) inhibition; inhibition, % at 5 µM; P03951; 220,000 tested, 0.14% active; purified FXIa, Boc-Glu-Ala-Arg-AMC fluorogenic substrate;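 active = inhibition of at least 40%; inactive = inhibition below 40%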;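 note: fluorescence of freed AMC excited at 355 nm; 0% = enzyme without compound and 100% = no enzyme blank; many of its hits are not listed in these tables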
Rad51 HR inh: blocks human Rad51 in homologous recombination; Q06609; hRad51 DNA strand exchange, fluorescence dequenching; inhibition, % at 10 µM; 200,000 tested, 0.085% active; AID 1385;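 active = inhibition above 40% at the single screening dose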;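 note: 0% = DMSO control wells and 100% = blanks with heterologous ssDNA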
Target sequence (Q06609 whole entry, looked up): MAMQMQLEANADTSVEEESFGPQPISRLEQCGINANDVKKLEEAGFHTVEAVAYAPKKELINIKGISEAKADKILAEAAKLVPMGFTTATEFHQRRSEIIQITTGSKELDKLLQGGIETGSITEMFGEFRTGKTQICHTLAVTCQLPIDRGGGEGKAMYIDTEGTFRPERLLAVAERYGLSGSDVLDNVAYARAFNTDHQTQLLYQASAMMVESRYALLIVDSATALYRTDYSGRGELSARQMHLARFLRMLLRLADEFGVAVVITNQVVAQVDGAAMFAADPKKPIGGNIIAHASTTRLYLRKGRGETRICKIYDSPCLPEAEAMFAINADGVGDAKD
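Test system: preformed human Rad51 ssDNA filaments; also added: Donor/quencher-labelled 47-bp dsDNA substrate; doses: 10 µM final, single point; times: 37 °C 15-min filament assembly, 30-min compound preincubation, 15-min exchange; detection: FRET fluorescence dequenching, excitation 485 nm, emission 520 nm; read-out basis: Fluorescence-based percent inhibition, control- and blank-normalised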
KLK5 inh: blocks human kallikrein 5 protease activity | Q9Y337 | recombinant hK5, fluorogenic AMC substrate cleavage | inhibition, % at 5 µM | 210,000 tested, 0.59% active;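 active = inhibition of 40% or more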;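 note: 0% = enzyme controls without compound and 100% = no-enzyme blanks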
Target sequence (Q9Y337 67-293 limits assumed): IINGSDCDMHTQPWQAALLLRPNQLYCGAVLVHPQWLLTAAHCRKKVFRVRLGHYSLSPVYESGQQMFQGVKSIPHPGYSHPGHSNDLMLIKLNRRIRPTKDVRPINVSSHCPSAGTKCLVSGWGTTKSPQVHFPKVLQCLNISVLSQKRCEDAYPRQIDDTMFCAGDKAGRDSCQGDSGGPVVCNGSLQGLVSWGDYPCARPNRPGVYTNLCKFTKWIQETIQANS
FXIIa inh: factor XIIa (human) inhibition; purified FXIIa, Boc-QGR-AMC fluorogenic substrate, 2 h; 220,000 tested, 0.3% active; inhibition, % at 5 µM; P00748; in the data active = inhibition above about 40%;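 note: 0% = enzyme with no compound and 100% = blank without enzyme; many of its hits are not listed in these tables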
zVAD death inh: L929 zVAD cell death inhibition. viability rescue, % at 10 µM. AID 1377. L929 zVAD necroptosis rescue, ATP luminescence, 24 h; with zVAD 60 µM. 220,000 tested, 0.38% active;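 active = activation, scaled between plate controls, above about 75%, limit read from the data; inactive = activation under that limit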;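 note: 0% = zVAD with DMSO and 100% = DMSO alone without zVAD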
Numbers without * were called inactive; · = no result given. A portion of the library; rates above refer to the full screens.

1	O=C(NNC(=S)NCc1ccccc1)c1ccccc1OC(F)F
2	O=C(COC(=O)c1ccc(S(=O)(=O)Nc2ccccc2)cc1)NCc1ccco1
3	O=C(/C=C/c1ccccc1)NC(N1CCOCC1)C(Cl)(Cl)Cl (stereo not drawn)
4	COc1ccc2c(c1O)Cc1ccccc1C2=O
5	COc1ccc2c(-c3cccnc3)cc(=O)[nH]c2c1
6	COc1ccccc1OCCC(=O)Nc1nc(C)cs1
7	Cc1[nH]nc(N2CCCCC2)c1[N+](=O)[O-]
8	Cc1cccc2cc(C(c3nnnn3C3CCCC3)N3CCOCC3)c(=O)[nH]c12 (stereo not drawn)

Assay by compound	1	2	3	4	5	6	7	8
TNF death inh	0.9	-0.3	1.8	0.4	0.1	3.5	-0.4	0.7
Hck-Nef inh	-1	5	-11	4	-1	21	0	5
Thrombin inh	-10	6	3	-4	-6	0	-6	3
Cl transport mod	-0.57	0.48	-1.2	-1.2	0.4	-0.025	-0.006	·
FXIa inh	-3	9	2	0	-5	-2	-9	10
Rad51 HR inh	2	-10	-59	-4	-6	1	-8	-5
KLK5 inh	-98	-21	2	-11	-13	1	2	4
FXIIa inh	2	7	12	10	5	8	-12	15
zVAD death inh	-0.3	-0.1	0.0	1.0	0.0	0.2	0.1	1.8

9	COc1ccc(C2=NC(c3ccccc3)CO2)cc1 (stereo not drawn)
10	O=C(COc1cccnc1[N+](=O)[O-])Nc1ccc2c(c1)OC(F)(F)O2
11	O=C(O)c1ccc(NC(=O)c2cn(-c3ccccc3)nc2-c2ccc(Br)cc2)cc1
12	COc1ccc(NC(=S)NC2CCCCC2)cn1
13	CCCCCOCC(O)CCC(=O)NN (stereo not drawn)
14	CC1Cc2ccccc2N1C(=O)CSc1nnc2c(n1)[nH]c1ccc(F)cc12 (stereo not drawn)
15	COc1ccc(OC)c(NC=C2C(=O)OC3(CCCCC3)OC2=O)c1
16	Cc1cccc(OCCCC(=O)Nc2ccc(S(=O)(=O)N3CCCC3)cc2)c1

Assay by compound	9	10	11	12	13	14	15	16
TNF death inh	24	2.7	-1.8	-0.6	0.9	2.6	-6.3	12
Hck-Nef inh	-3	-2	-8	20	1	12	2	20
Thrombin inh	2	-4	0	-9	-3	-1	-4	-1
Cl transport mod	0.59	2.3	0.61	-0.002	1.1	·	-0.024	-0.72
FXIa inh	7	7	8	-1	-7	5	4	-4
Rad51 HR inh	10	-42	3	-4	1	6	-4	0
KLK5 inh	-6	-11	-1	-2	1	-4	3	8
FXIIa inh	14	14	·	1	-2	14	16	2
zVAD death inh	10	·	0.2	-0.5	-0.1	-0.3	-0.4	1.4

17	N#Cc1ccc(C23CC4(C2)[C@H](CN(P(=O)(c2ccccc2)c2ccccc2)[C@@H]4c2ccccc2)C3c2ccc(Cl)nc2)cc1 (stereo partly drawn)
18	Cn1c(-c2ccccc2)cnc1SCc1nc2ccccc2c(=O)[nH]1
19	O=C(Nc1nnc(-c2ccccn2)o1)c1ccc(Br)cc1
20	CCOC(=O)C1=C(C)N(C)C(=O)NC1c1cccc(O)c1 (stereo not drawn)
21	COc1cc(/C=N/N2CCN(C3c4ccccc4-c4ccccc43)CC2)cc(OC)c1OC
22	CCC(C)NS(=O)(=O)c1ccc(NC(=O)c2cccs2)cc1 (stereo not drawn)
23	CC(=O)Nc1ccc(C(=O)Nc2cccc(-c3cnc4ccccc4n3)c2)cc1
24	COc1ccc(-c2csc(NC(=O)c3ccc(OCC(=O)N4CCOCC4)c(OC)c3)n2)cc1OC

Assay by compound	17	18	19	20	21	22	23	24
TNF death inh	-3.2	-3.3	-0.6	-0.7	1.9	2.0	-0.2	-2.1
Hck-Nef inh	7	1	2	1	4	14	46	3
Thrombin inh	-1	-7	1	-2	-7	-11	-5	-12
Cl transport mod	-0.26	-1.1	3.3	1.4	-0.85	-0.14	-0.00044	-1.4
FXIa inh	1	4	4	3	-3	-7	0	-2
Rad51 HR inh	-3	2	-1	-2	8	6	1	5
KLK5 inh	2	-6	-15	14	-13	-7	5	-19
FXIIa inh	13	12	13	8	0	3	9	2
zVAD death inh	0.3	0.1	0.4	0.1	1.1	35	-0.8	3.1

25	N#C/C(=C\Nc1ccc(Cl)cc1)S(=O)(=O)c1ccccn1
26	COc1ccccc1CNC(=O)C1CCN(S(=O)(=O)c2cccc3cccnc23)CC1
27	N#Cc1c(NC(=O)CSc2n[nH]c(N)n2)oc(-c2ccccc2)c1-c1ccccc1
28	COc1ccc(CCNC(=O)Cc2cc(OC)c(OC)cc2Br)cc1OC
29	COc1ccc(OC)c(C2=C/C(=C/c3ccccn3)C(=O)O2)c1
30	COc1ccc2cc(C(=O)O)ccc2c1
31	COc1ccc(CCNC(=O)c2ccc(CNS(=O)(=O)c3cccc(Cl)c3)cc2)cc1OC
32	Nc1cccc(-c2cn3cc(C(F)(F)F)cc(Cl)c3n2)c1

Assay by compound	25	26	27	28	29	30	31	32
TNF death inh	-0.1	0.1	1.1	-0.3	-4.8	0.0	3.4	-8.8
Hck-Nef inh	3	20	-1	16	-50	-1	-1	3
Thrombin inh	1	-5	-9	-3	2	-1	-9	1
Cl transport mod	-0.16	-0.22	·	1	0.41	0.96	-0.26	-0.72
FXIa inh	-9	2	0	5	-6	3	-4	16
Rad51 HR inh	8	2	18	12	-206	1	8	0
KLK5 inh	-8	-13	-45	-9	3	5	-2	-14
FXIIa inh	6	14	-7	5	-1	12	4	26
zVAD death inh	-0.6	2.5	1.7	3.8	1.5	0.3	9.8	-0.1

Only KLK5 inh, Rad51 HR inh and TNF death inh, for some of the entries so far:
cpd | Compound | KLK5 inh | Rad51 HR inh | TNF death inh
23 | CC(=O)Nc1ccc(C(=O)Nc2cccc(-c3cnc4ccccc4n3)c2)cc1 | 5 | 1 | -0.2
17 | N#Cc1ccc(C23CC4(C2)[C@H](CN(P(=O)(c2ccccc2)c2ccccc2)[C@@H]4c2ccccc2)C3c2ccc(Cl)nc2)cc1 (stereo partly drawn) | 2 | -3 | -3.2

(listing goes on)
33	O=C(NNC(=O)C1CC1)c1cc2cc3ccccc3nc2s1
34	O=C1C2CC=C(Cl)CC2C(=O)N1CCCCCCN1C(=O)C2CC=C(Cl)CC2C1=O (stereo not drawn)
35	Cc1ccc2c(c1)CC1(CN2C)C(=O)OC(C)(C)OC1=O
36	CCCN1CN(Cc2ccccc2)CC2=C1CC(C)(C)CC2=O
37	COC(=O)c1ccc(NCCc2csc(-c3ccc(C)cc3)n2)c([N+](=O)[O-])c1
38	Cc1nc2ccc(NC(=O)c3ccc4ccccc4n3)cc2s1
39	Cc1ccc(NC(=S)NCCCN2CCOCC2)cc1C
40	CC(C)C(=O)Nc1ncc(C(F)(F)F)cc1Cl

Assay by compound	33	34	35	36	37	38	39	40
TNF death inh	2.3	-1.3	-1.2	-0.1	-2.1	-1.0	-2.1	0.9
Hck-Nef inh	15	1	5	1	-1	25	-2	-1
Thrombin inh	-5	1	73*	-4	-3	5	0	1
Cl transport mod	-1.2	·	-0.88	-0.041	·	0.28	0.15	0.13
FXIa inh	-4	0	14	-6	-7	1	5	-10
Rad51 HR inh	2	-11	1	-2	7	-29	·	10
KLK5 inh	-4	-7	9	-1	4	-1	6	1
FXIIa inh	-3	9	16	9	3	5	14	16
zVAD death inh	3.6	-0.7	-0.2	-0.2	0.6	-0.5	-0.3	0.0

The last 3 compounds of the part above open the next one:
38	Cc1nc2ccc(NC(=O)c3ccc4ccccc4n3)cc2s1
39	Cc1ccc(NC(=S)NCCCN2CCOCC2)cc1C
40	CC(C)C(=O)Nc1ncc(C(F)(F)F)cc1Cl
41	O=C(COc1ncnc2scc(-c3ccc(F)cc3)c12)NCc1ccco1
42	O=C(COC(=O)Cn1nnc2ccccc21)Nc1ccccc1Br
43	O=C(O)C1=C[C@@H](c2ccc3c(c2)OCO3)C[C@@H](OCc2ccc(CO)cc2)O1
44	Cc1cccc(C)c1OCC(=O)NNC(=O)Nc1ccc(Cl)cc1
45	O=C1CCC(C(=O)Nc2ccc(OC(F)F)cc2)N1 (stereo not drawn)
46	Cc1cccc(-n2c(N)c(C(=O)NCCN3CCOCC3)c3nc4ccccc4nc32)c1
47	CSc1cccc(NC(=S)N2CCCN(Cc3cccc(Cl)c3)C2)c1
48	Cn1c(N)c(C(=O)CSc2nnnn2-c2ccccc2)c(=O)n(C)c1=O

Assay by compound	38	39	40	41	42	43	44	45	46	47	48
TNF death inh	-1.0	-2.1	0.9	-0.3	-0.4	0.3	1.8	0.1	-2.5	8.5	-1.5
Hck-Nef inh	25	-2	-1	-1	0	-2	3	1	27	18	7
Thrombin inh	5	0	1	2	3	3	8	-6	-5	-6	-2
Cl transport mod	0.28	0.15	0.13	-1	-0.11	0.027	-0.059	0.77	-0.033	-0.0052	-0.055
FXIa inh	1	5	-10	-1	10	2	19	-5	15	-5	1
Rad51 HR inh	-29	·	10	14	1	-3	-6	-1	3	6	1
KLK5 inh	-1	6	1	-2	-2	3	-8	-6	-3	-4	-3
FXIIa inh	5	14	16	12	6	8	26	8	11	4	8
zVAD death inh	-0.5	-0.3	0.0	-0.3	1.1	0.4	0.1	0.3	36	-0.4	-0.2

49	Nc1cc(=O)[nH]c(SCC(=O)Nc2ccccc2Sc2ccccc2)n1
50	Cc1cc(C)c2c(N)c(C(=O)N3CCN(c4ncccn4)CC3)sc2n1
51	O=C(CCc1nc(-c2ccccc2F)no1)NC1CCN(Cc2ccccc2)CC1
52	CC(C)(C)NS(=O)(=O)c1ccc(N2C(=O)c3ccccc3C2=O)cc1
53	COc1ccccc1N1CCN(S(=O)(=O)Cc2ccccc2Cl)CC1
54	COCC(=O)Nc1nc2ccccc2s1
55	COc1c2occc2c(OC)c2c(=O)cc(C(F)(F)F)oc12
56	COc1cc2c(cc1NC(=O)COc1ccccc1OC)oc1ccccc12

Assay by compound	49	50	51	52	53	54	55	56
TNF death inh	0.6	-0.8	-0.8	0.1	0.6	0.7	-2.6	0.5
Hck-Nef inh	24	3	1	0	15	-2	0	5
Thrombin inh	0	-7	-3	-4	-10	-3	0	1
Cl transport mod	-0.095	-0.82	-1.1	·	-0.18	0.7	·	·
FXIa inh	0	-2	3	5	-6	1	0	5
Rad51 HR inh	1	4	-1	1	5	-3	9	-1
KLK5 inh	-5	2	15	-9	-18	-14	5	-31
FXIIa inh	4	-4	-18	-6	3	15	1	0
zVAD death inh	0.7	-0.5	-1.3	0.3	-0.3	0.8	0.3	2.4

57	COc1ccccc1Nc1nc(N)nc(CN2CCOCC2)n1
58	CC(C)C(=O)Nc1ccc(C(=O)Nc2ccc(Br)cc2F)cc1
59	CCCn1nnc(NC(=O)c2ccc(OC)cc2)n1
60	Cc1cc(C(=O)N2CCc3c([nH]c4ccccc34)C2c2cccc(Cl)c2)nn1C (stereo not drawn)
61	C=CCn1c(CSc2nc3ccccc3s2)nnc1SCC(=O)NCc1ccco1

Assay by compound	57	58	59	60	61
TNF death inh	-0.3	0.8	-0.6	-0.2	-0.8
Hck-Nef inh	1	24	0	16	2
Thrombin inh	-3	-10	-10	-17	1
Cl transport mod	·	-0.037	·	·	·
FXIa inh	5	0	-1	-2	-1
Rad51 HR inh	5	6	1	-6	5
KLK5 inh	-9	1	-25	0	-10
FXIIa inh	6	7	4	7	5
zVAD death inh	-1.2	56	-0.5	2.0	1.4
